Bioassay records as filed in PubChem.
RmlCD inh 1536: M. tuberculosis RmlC/RmlD inhibition; inhibition, % at 3.6 µM; P9WH09+P9WH11; 160,000 tested, 0.03% active; RmlC+RmlD coupled enzyme assay, percent inhibition; primary screen in compound mixtures; AID 1533; in the data active = inhibition mostly above about 34%, no sharp cut-off; inconclusive = no clear call, values can overlap the other calls; inactive = mostly below about 22%; also: some results filed as inactive read as strong as hits
Target sequence (P9WH09 whole entry, looked up): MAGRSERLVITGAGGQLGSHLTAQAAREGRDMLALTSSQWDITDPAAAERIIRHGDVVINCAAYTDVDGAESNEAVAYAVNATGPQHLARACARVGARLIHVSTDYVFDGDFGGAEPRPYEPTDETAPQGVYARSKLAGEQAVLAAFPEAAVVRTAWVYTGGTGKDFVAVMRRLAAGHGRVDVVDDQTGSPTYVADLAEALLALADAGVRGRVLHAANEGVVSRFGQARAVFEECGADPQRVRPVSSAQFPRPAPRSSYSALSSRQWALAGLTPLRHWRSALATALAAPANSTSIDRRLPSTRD
Target sequence (P9WH11 whole entry, looked up): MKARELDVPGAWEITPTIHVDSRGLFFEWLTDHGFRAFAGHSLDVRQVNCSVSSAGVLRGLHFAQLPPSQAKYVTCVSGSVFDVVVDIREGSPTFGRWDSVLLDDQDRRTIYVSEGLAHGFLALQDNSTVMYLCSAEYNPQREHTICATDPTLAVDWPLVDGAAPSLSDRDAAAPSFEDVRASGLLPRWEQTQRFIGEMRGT
GlmU inhibition: inhibition of mycobacterial GlmU enzyme – biochemical, glucosamine-1-phosphate acetyltransferase (AID 1376); M. tuberculosis GlmU acetyltransferase enzyme assay; higher % means a stronger effect; inhibition, %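 (tested at 30 µM in the primary screen)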, or IC50 in µM where a hit was titrated; 220,000 tested, 0.25% active; in the data active = inhibition above about 13%; inconclusive = no clear call, values can overlap the other calls;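 also: 0% = complete reaction with vehicle and 100% = reaction without substrate; strong numbers were not always called active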
* marks the source's active call; other numbers are inactive results; ? = inconclusive; · = not tested or not shown.

structure	RmlCD inh 1536	GlmU inhibition
CCOC(=O)C1=C(Nc2ccc(OC)cc2)OCC1=O	5.9	2.4%
COc1cccc(CC(=O)Nc2nc3c(s2)C(=O)CC(C)(C)C3)c1	-11.6	4.1%
C=CCN1C(=O)/C(=c2\sc3nc(=O)c(Cc4ccccc4Cl)nn3c2=O)c2ccccc21	-3.7	9.1%
CN1CCN(c2ccccc2NC(=O)COc2ccc(Br)cc2)CC1	102.8	-3.0%
CCCOc1ccc(CNCCCOCC)cc1OC	·	0.7%
O=C(NC(=S)Nc1cccc(CO)c1)c1ccc(-c2ccccc2)cc1	-3.5	-2.7%
N/C(CSc1ccc(Cl)cc1)=N\S(=O)(=O)c1ccc(Cl)cc1	5.4	-6.0%
Cc1ccc(C)c(NC(NC(=O)c2ccccn2)C(Cl)(Cl)Cl)c1 (stereo not given)	-5.2	5.2%
CSc1ccccc1NC(=O)CN(C)CC(=O)Nc1cccc(Br)c1	6.5	2.7%
C/C(=C\C(=O)Nc1cc(C)on1)c1ccccc1	-0.2	6.5%
O=C1CC(c2ccccc2)=Nc2ccccc2N1	-5.1	-6.4%
COc1ccc(NC(=O)N/C=C/c2ccc(Cl)cc2)cc1	·	1.6%
CC1(NC(=S)NCCO)CCS(=O)(=O)C1 (stereo not given)	8.4	0.9%
COc1cc(/C=N\Nc2cc(=O)n(C)c(=O)n2C)ccc1O	-8.1	1.4%
CCOc1ccccc1-n1nnnc1SCC(=O)NC(=O)Nc1ccc2c(c1)OCCO2	·	0.2%
Fc1ccccc1CSc1nc2ncccc2[nH]1	8.4	1.5%
Cc1ccc(CCN2CC(C(=O)O)CC2=O)cc1 (stereo not given)	3.3	-3.3%
Clc1ccc(Cn2ncc3c(N4CCOCC4)ncnc32)cc1	-15.8	4.3%
COc1cc(C(=O)N2CCC(NC(=O)C(Cc3ccccc3C)NC(C)=O)CC2)cc(OC)c1OC (stereo not given)	·	4.7%
O=C(CCNc1cccc(F)c1)c1cccc([N+](=O)[O-])c1	·	-1.6%
S=C(NCc1ccc2[nH]c3c(c2c1)CCCC3)Nc1ccccc1	·	-9.3%
COc1ccc(-c2noc3c2-c2nc(-c4ccccc4)sc2CC3)cc1	·	2.0%
CCOC(=O)CNC(=O)CSc1nc2cccnc2n1C1CCCCC1	·	7.9%
NC(=O)Cn1cnc(-c2ccccc2)c1	40.2	1.1%
CC(Sc1nnnn1-c1ccccc1)C(=O)Nc1ccc(Cl)cn1 (stereo not given)	-3.9	-2.6%
N=C(c1ccc([N+](=O)[O-])cc1)N1CCCCC1	-1.4	-5.0%
Cc1cccc(N2CCN(C(=O)CCCOc3ccccc3)CC2)c1C	·	-2.9%
COc1ccc(/C=C/c2nc3sc4c(c3c(=O)o2)CCC4)cc1	·	1.5%
COC(=O)c1cccc(Nc2ccc([N+](=O)[O-])cn2)c1	-10.9	1.2%
CN(C)/C=N/C1=C(C#N)C(c2cccs2)c2ccc3ccccc3c2O1 (stereo not given)	10.6	-4.2%
O=[N+]([O-])c1ccc(N2CCCCC2)cc1N1CCOCC1	1.5	·
CN1CCN(NC(=O)c2ccc(S(=O)(=O)N3CC4(C)CC3CC(C)(C)C4)cc2)CC1 (stereo not given)	29.1	-3.0%
C=C(C)C(=O)Nc1cccc(C2=NOC3(C2)C[C@@H](C(N)=O)N(C(=O)c2ccc(Cl)cc2)C3)c1 (stereo not given in full)	·	11.7%
Cc1[nH]c2ccccc2c1C(=O)C(=O)N1CCN(C(=O)c2ccco2)CC1	4.7	2.8%
Fc1cccc(NC(=S)Nc2cccnc2)c1	-10.7	7.4%
N#C/C(=N\Nc1ccccc1)C(=N)N1CCOCC1	·	3.8%
Cc1ccc(-c2nc(=S)c3c(n2Cc2ccco2)CCCC3)cc1	·	-2.0%
CCN1C(=O)c2cccc3c(S(=O)(=O)Nc4ccncc4)ccc1c23	·	-0.2%
CCn1ccnc1CN(C)C(=O)CCc1nnc(CCCc2ccccc2)o1	·	-2.8%
O=C(NC(Cc1ccccc1)C(=O)Oc1ccc2c(C(F)(F)F)cc(=O)oc2c1)OCc1ccccc1 (stereo not given)	-0.5	0.0%
CC1CC(=O)C2=C(C1)Nc1nc3ccccc3n1C2c1cccnc1 (stereo not given)	18.8	3.1%
CCCC(=O)Nc1nc2ccc(NC(=O)c3ccccc3F)cc2s1	1.3	-6.5%
CN1CCN(Cc2c(O)ccc3cc(-c4ccccn4)c(=O)oc23)CC1	1.4	-7.2%
CCn1c(SCC(=O)OC(C)C)nnc1-c1ccccc1OC	-11.5	3.9%
Nn1c(CSc2nc3ccccc3o2)nnc1CSc1nc2ccccc2o1	·	0.1%
CSC1=C(C#N)C(=O)NC(c2ccc(Cl)cc2)S1 (stereo not given)	6.0	5.4%
CCOC(=O)N1CCN(CCC(=O)Nc2cc([N+](=O)[O-])ccc2OC)CC1	-3.2	5.0%
CCOc1ccc([N+](=O)[O-])c(N)c1	3.9	2.6%
COc1cccc(-c2csc(NC(C)=O)n2)c1	·	-1.4%
O=S(=O)(c1cccc(-c2nnc(SCc3ccc(Cl)cc3)o2)c1)N1CCCCC1	9.6	8.4%
Nc1c(C(=O)c2ccc(Cl)cc2)oc2ccccc12	4.2	2.8%
COC(=O)C1=C(C)N(CCc2ccccc2)C(=O)/C1=C\c1ccco1	21.9	-4.5%
CCCCC1CCC(c2nc(-c3ccccn3)no2)CC1 (stereo not given)	43.5	8.3%
CC(C)CNC(=O)CSc1nc2scc(-c3ccccc3)c2c(=O)[nH]1	12.3	-1.7%
CC(=O)c1cnc(Nc2ccc(C)cc2)s1	-1.8	-5.2%
Cc1ccc(OCC(=O)NCCc2nc3ccccc3[nH]2)c(C)c1	2.7	1.6%
N#CC1=C(N)Oc2n[nH]c(-c3ccc(F)cc3)c2C1c1cccnc1 (stereo not given)	-16.6	-5.5%
Cc1nn(Cc2ccccc2Cl)c2sc(C(=O)NCCCn3ccnc3)cc12	·	4.5%
Nc1nc(-c2ccccc2)[nH]c(=O)c1N=O	7.0	4.6%
CCc1ccc(-n2c(O)c(/C=N/NC(=O)c3ccncc3)c(=O)[nH]c2=O)cc1	-4.0	2.4%

Single records, from the list above:
CN1CCN(Cc2c(O)ccc3cc(-c4ccccn4)c(=O)oc23)CC1 is entered as RmlCD inh 1536: 1.4; GlmU inhibition: -7.2%
Nc1nc(-c2ccccc2)[nH]c(=O)c1N=O is entered as RmlCD inh 1536: 7.0; GlmU inhibition: 4.6%

More entries follow:
structure	RmlCD inh 1536	GlmU inhibition
Cc1ccc(C2(C(F)(F)F)NC(=O)N3C(=C2C#N)Nc2ccccc23)cc1 (stereo not given)	·	-2.7%
O=[N+]([O-])c1ccc(-c2nnc(-c3ccccc3)c(NCCCO)n2)cc1	25.6	2.2%
O=C(Nc1nc2ccc(SC(F)F)cc2s1)c1ccc2c(c1)S(=O)(=O)c1ccccc1C2=O	7.0	-3.8%
Fc1ccc(NC(=S)N2CCN(C/C=C/c3ccccc3)CC2)c(F)c1	19.1	-1.1%
CCOC(=O)c1c(N)sc(C(=O)N2CCCC(C(N)=O)C2)c1C (stereo not given)	·	-1.6%
O=C(C1=C(O)C(=O)N(CCN2CCOCC2)C1c1cccnc1)c1cc2ccccc2o1 (stereo not given)	8.4	-0.5%
COc1cc(OC)cc(-n2nnnc2SCC(=O)N2CCCC2)c1	6.8	0.4%
O=C(COc1ccc(Cl)cc1)Nc1nnc(C2=COCCO2)o1	8.8	·
CCOC(=O)c1oc2nc3c(cc2c1N)COC(C)(C)C3	·	1.1%
CCOC(=O)c1c(NC(NC(=O)C(C)C)C(Cl)(Cl)Cl)sc2c1CCC2 (stereo not given)	5.0	3.1%
COC(=O)c1cc(NC2c3ccccc3C(=O)N2CCN2CCOCC2)cc(C(=O)OC)c1 (stereo not given)	·	-3.5%
CCc1nc2cc([N+](=O)[O-])c([N+](=O)[O-])cc2[nH]1	51.3	2.3%
CCCC(C)NS(=O)(=O)c1ccccc1 (stereo not given)	4.7	4.7%
COc1ccc(C2NC(=S)NC3=C2CCc2cc(OC)ccc23)cc1 (stereo not given)	·	0.3%
Cc1ccc(CCNC(=O)C2CCC(CNc3c(N4CCCC4)c(=O)c3=O)CC2)cc1 (stereo not given)	3.0	·
CC(=O)C1=C(C)NC(SCC(N)=O)=C(C#N)C1c1cccnc1 (stereo not given)	-1.9	0.5%
O=C(Cn1cncc1-c1ccc([N+](=O)[O-])cc1)Nc1ccccc1F	6.3	-3.3%
COc1ccc(CC(=O)Nc2c3c(nn2-c2ccccc2C)CS(=O)C3)cc1 (stereo not given)	·	3.1%
CCCC(C)C1C(C#N)=C(N)Oc2c1c(=O)oc1ccccc21 (stereo not given)	-3.8	-1.8%
S=C(NCc1cccnc1)Nc1ccc(Cl)cc1Cl	2.7	6.9%
O=C(CNC(=O)c1ccccc1F)N/N=C/c1cn[nH]c1-c1ccccc1	-10.4	-2.8%
CCCSc1nc(SCC(=O)NCc2ccccc2)c2c3c(sc2n1)COC(C)(CC)C3 (stereo not given)	8.9	3.5%
O=C(CSc1nnnn1C1CCCC1)Nc1ccc2c(c1)OCO2	2.7	0.5%
CS(=O)(=O)N1CCc2cc(S(=O)(=O)Nc3ccc4oc5c(c4c3)CCCC5)ccc21	?	-5.4%
O=C(Nc1ccccc1)c1nnn(Cc2ccccc2)c1NC(=O)C(F)(F)F	4.2	-5.1%
COc1cccc(C(=O)Nc2ccc(C(=O)NCC(C)C)cc2)c1	-3.4	0.8%
CSc1ncc(C(=O)O)c(C)n1	·	0.4%
O=C(Nn1cnnc1)c1ccc(Br)s1	5.5	4.1%
C#CCOCCOCCOCCNc1nc(N2CCN(C(=O)[C@H]([C@@H](C)O)n3cc(CCCCN)nn3)CC2)nc(N2CCN(C(=O)[C@H](Cc3ccc(O)cc3)n3cc(CCO)nn3)CC2)n1	·	-6.7%
CCN(CC)S(=O)(=O)c1ccc(NC(=O)COC(=O)c2ccc(-n3nc(C)cc3C)cc2)cc1	·	3.0%
CC(=O)Nc1cccc(-n2nnc(SCC(=O)Nc3ccc(F)c(Cl)c3)n2)c1	·	8.8%
O=C(NCc1cccnc1)C(=O)NCC(c1ccco1)N1CCOCC1 (stereo not given)	18.0	-2.1%
COCCOC(=O)C1=C(N)Oc2c(oc(CO)cc2=O)C1c1ccccc1F (stereo not given)	·	1.7%
Cc1oc(/N=C/c2ccc(Cl)cc2)c(C#N)c1C	12.0	3.8%
CN(CC(=O)NCCN1CCCCCC1)S(=O)(=O)c1cccc2nsnc12	·	-0.5%
COc1cccc(C(=O)Nc2ccc3nc(N4CCOCC4)cc(C)c3c2)c1	6.0	3.3%
O=C(O)c1ccc(C(=O)C(=O)c2ccccc2)cc1	8.9	-2.1%
O=C(CSC1CN(C(c2ccccc2)c2ccccc2)C1)N/N=C/c1ccc(Cl)cc1Cl	·	-3.4%
CC1CC(C)CN(Cc2nc3c(c(=O)n(C)c(=O)n3C)n2CCN2CCOCC2)C1 (stereo not given)	-6.5	-1.8%
CCOC(=O)CNC(=O)CSc1nnc(-c2ccco2)n1Cc1ccco1	·	-6.4%
CCn1c(/C=C/c2c[nH]c3ccccc23)nc2ccccc2c1=O	9.0	-1.2%
O=C1CC(SC(=Nc2ccccc2)Nc2ccccc2)C(=O)N1c1cccc2ccccc12 (stereo not given)	·	-4.3%
COc1ccc(C(=O)C2CCCN(Cc3ccc4nonc4c3)C2)c(C)c1 (stereo not given)	·	0.0%
O=C(O)C1CSC(CCc2ccccc2)N1 (stereo not given)	-10.9	2.2%
COc1ccc(Cc2nc(C(=O)NCc3ccccc3OC)cs2)cc1	·	0.9%
O=C(N/N=C/c1cccc(Oc2ccccc2)c1)c1cccc(Br)c1	-0.9	5.5%
COCCn1nnnc1C(c1ccc(OC)c(OC)c1)N1CCN(c2nc3ccccc3s2)CC1 (stereo not given)	·	4.4%
Cc1nn(-c2ccc(F)cc2)c2nc(N)c(C#N)c(-c3cccs3)c12	13.0	2.4%
CCc1ccccc1NC(=O)N1CCc2ccccc21	0.1	3.2%
Cc1cc(C)c(C(=O)CSc2n[nH]c(=O)n2C2CC2)cc1C	·	-3.8%
CCc1nc2ccc(C(=O)Nc3cccc(C(C)=O)c3)cc2nc1CC	98.9	0.2%
CCOC(=O)C1CCN(C(=O)/C=C/c2ccccc2OC)CC1	·	-4.0%
CC(=O)NS(=O)(=O)c1ccc(NC(=O)c2ccccn2)cc1	-8.8	1.1%
CCN1CCCC1CN=Cc1c(O)n(-c2ccccc2)c(=O)c2ccccc12 (stereo not given)	23.3	1.9%
Cc1nonc1NC(=O)CSc1nnc(-c2ccoc2C)n1-c1cccc(Cl)c1	-7.1	1.5%
O=C(CN1CCOCC1)Nc1cccc(S(=O)(=O)N2CCCCCC2)c1	-6.4	-2.9%

Part of the list above, with values under each structure.
Every second line gives: RmlCD inh 1536, GlmU inhibition
> CCc1ccccc1NC(=O)N1CCc2ccccc21
  0.1, 3.2%
> Cc1cc(C)c(C(=O)CSc2n[nH]c(=O)n2C2CC2)cc1C
  ·, -3.8%

Some of the compounds tested. The share of hits here may be higher or lower than overall.
